CCT chaperon mod – cytosolic chaperonin activity modulation. purified chaperonin ATPase assay, HTRF ADP detection, 30 min. activity change, % (concentration not given with the values), hits read low. 360,000 compounds, 0.3% hits. AID 651819; in the data active = activity change below about -30%; also: % is scaled to controls: 0 for no effect and ±100 for the full control effect
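We incubate TRiC, 40 or 20 nM final, with library compounds at 76 uM and 10 uM ATP for 30 min at 37 °C. ADP formed is detected with Transcreener HTRF reagents after 30 min at room temperature.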
WRN helicase inh – WRN helicase (human) inhibition. WRN helicase unwinding, fluorescent forked duplex, kinetic. Potency, µM (series often up to 114 µM), without a hit: at the highest dose activity change, negative = inhibition, most hits filed as inhibitors. 360,000 compounds, 0.46% hits; also: potency is read from the fitted curve at half-maximal effect; % is scaled to controls: 0 for no effect and ±100 for the full control effect; nearly all actives have a fitted effect of over 55% in size
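Kinetic fluorescence helicase assay: unwinding of a quenched forked DNA duplex (100 nM final) with 2 mM ATP final raises red fluorescence (525/598 nm). Compounds sat 15 min at room temperature with 20 nM WRN beforehand.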
EPAC1 antag – blocks human EPAC1 exchange factor | O95398 | EPAC1 GEF assay, Rap1b-BODIPY-GDP exchange fluorescence | Potency, µM (top dose mostly 115 µM), inactives show at the top dose activity change, negative = inhibition, hits mostly inhibitors | 360,000 compounds, 0.14% hits;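 also: potency is read from the fitted curve at half-maximal effect; plate controls were vehicle for no effect and positive control for full effect; nearly all actives have a fitted effect of over 50% in size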
PI5P4K alpha inh – blocks human PI5P4K alpha kinase activity; P48426; PI5P4Kalpha enzyme, ADP-Glo luminescence, 60 min; hits give low values; max response, %; 330,000 compounds, 1.2% hits; AID 652105; active = max response of -50% or lower; inconclusive = between -30% and -50%; inactive = -30% or higher; also: value at the top dose of about 77 µM; % is scaled to controls: 0 for no effect and ±100 for the full control effect
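Human PI5P4Kalpha with substrate in 0.038 M HEPES pH 7.4, 0.28 mM EGTA, 0.1% CHAPS, 5% DMSO; reaction started with 5 microM ATP (final), 60 min at room temperature. ADP formed read by ADP-Glo luminescence.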
MmCpn inh – M. maripaludis TRiC chaperonin inhibition; purified Mm-Cpn ATPase, ADP Transcreener TR-FRET; Potency, µM (doses to about 76.9 µM), inactives show at the top dose activity, negative = inhibition, usual class: inhibitors; 330,000 compounds, 0.031% hits; AID 504842; also: potency is read from the fitted curve at half-maximal effect; % is scaled to controls: 0 for no effect and ±100 for the full control effect; nearly all actives have a fitted effect of over 80% in size
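ATP (10 uM final) was added to archaeal chaperonin (25 nM final) after 10 min exposure to test compound at 37°C; after 30 min further incubation, ADP was detected by competitive TR-FRET.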
EPAC2 antagonist – EPAC2 (human) antagonism. EPAC2 GEF exchange of Rap1B-BODIPY-GDP, fluorescence. Potency, µM (series often up to 114 µM), without a hit: at the top dose activity, negative = inhibition, usual class: inhibitors. 360,000 compounds, 0.18% hits; also: potency is read from the fitted curve at half-maximal effect; % is scaled to controls: 0 for no effect and ±100 for the full control effect; nearly all actives have a fitted effect of over 45% in size; many of its hits are not listed in these tables
Target sequence (Q8WZA2 whole entry, looked up): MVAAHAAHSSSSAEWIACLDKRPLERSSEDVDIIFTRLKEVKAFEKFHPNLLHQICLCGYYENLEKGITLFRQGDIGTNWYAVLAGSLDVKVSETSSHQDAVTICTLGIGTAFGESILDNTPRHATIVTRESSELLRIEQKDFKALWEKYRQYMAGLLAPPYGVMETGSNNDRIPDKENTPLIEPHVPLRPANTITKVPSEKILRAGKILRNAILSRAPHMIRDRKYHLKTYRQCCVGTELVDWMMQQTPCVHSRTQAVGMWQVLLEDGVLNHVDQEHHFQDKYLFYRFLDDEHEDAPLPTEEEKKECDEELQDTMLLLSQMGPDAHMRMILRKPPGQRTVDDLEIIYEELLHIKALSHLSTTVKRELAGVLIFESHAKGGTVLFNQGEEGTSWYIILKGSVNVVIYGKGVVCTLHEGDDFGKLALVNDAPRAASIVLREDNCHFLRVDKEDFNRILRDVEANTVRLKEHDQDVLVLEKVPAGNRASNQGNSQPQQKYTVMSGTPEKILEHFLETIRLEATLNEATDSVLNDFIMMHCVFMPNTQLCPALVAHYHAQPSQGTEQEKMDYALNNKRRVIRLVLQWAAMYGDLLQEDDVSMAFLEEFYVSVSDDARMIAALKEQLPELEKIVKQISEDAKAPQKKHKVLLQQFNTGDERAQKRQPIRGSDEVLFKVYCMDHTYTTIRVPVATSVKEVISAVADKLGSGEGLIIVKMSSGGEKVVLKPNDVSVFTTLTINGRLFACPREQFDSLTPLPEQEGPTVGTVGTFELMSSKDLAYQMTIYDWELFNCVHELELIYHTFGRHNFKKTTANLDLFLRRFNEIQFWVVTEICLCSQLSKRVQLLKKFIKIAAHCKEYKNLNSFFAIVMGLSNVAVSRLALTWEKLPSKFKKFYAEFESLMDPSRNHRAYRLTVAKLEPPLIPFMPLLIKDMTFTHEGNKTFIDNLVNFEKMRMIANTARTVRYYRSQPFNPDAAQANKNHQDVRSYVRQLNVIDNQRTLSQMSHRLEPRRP
PLK1 PBD block – blocks phosphopeptide binding to human PLK1 polo-box domain | P53350 | Plk1 PBD binding of FITC phosphopeptide, fluorescence polarization | Potency, µM, for inactives: max response, negative = inhibition, most hits filed as inhibitors | 360,000 compounds, 2.8% hits | AID 720504; also: potency is read from the fitted curve at half-maximal effect; series mostly up to about 57 µM; % is scaled to controls: 0 for no effect and ±100 for the full control effect; nearly all actives have a fitted effect of over 65% in size
EPAC1 agonist – EPAC1 (human) agonism. O95398. EPAC1 agonist qHTS, biochemical assay; response scale: 100% = response to 6.5 mM cAMP. Potency, µM (highest dose often 154 µM), without a hit: at the highest dose activation, actives largely listed as activators. 360,000 compounds, 0.073% hits. AID 720707; also: potency is read from the fitted curve at half-maximal effect; nearly all actives have a fitted effect of over 60% in size
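Fluorescent GDP-exchange assay: 100 nM EPAC1 with 250 nM Rap1B preloaded with BODIPY-GDP and 50 uM GDP; compounds tested as concentration series, 5 min at room temperature, then read every 5 min for 30 min (ex 480/em 540 nm); normalized to 6.5 mM cAMP.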
Active calls of the source: *; ? = inconclusive; nt = not tested or not shown; [ ] = remark or other dose. Unless noted, calls follow the shape of the dose curve; as a rule, active = well fitted curve in the direction sought with a large enough effect; inconclusive = small, poorly fitted or top-dose-only effect, or another doubt; inactive = no such curve, though single readings can be large; an effect the other way counts as inactive or inconclusive. Only part of the results is shown; count on the stated rates, not on these rows.

Molecule | WRN helicase inh | CCT chaperon mod | PI5P4K alpha inh | PLK1 PBD block | MmCpn inh | EPAC2 antagonist | EPAC1 antag | EPAC1 agonist
COc1ccc(OCCN2CCN(C3CC(=O)N(CCC(C)C)C3=O)CC2)cc1 (centres undefined) | 7% | 0.6 | nt | -3% | 2% | 8% | -3% | 1%
COc1cc(CC(=O)OCC(=O)Nc2ccc([N+](=O)[O-])cc2)cc(OC)c1OC | 0% | -3.3 | -6 | 0% | -1% | 8% | 0% | -5%
O=C(NC1CCCCCC1)c1cc(=O)[nH]c2ccc(S(=O)(=O)N3CCOCC3)cc12 | -2% | -2.6 | 5 | -3% | 3% | 9% | -13% | -7%
CCOc1ccc(S(=O)(=O)Nc2cccc(C(=O)NCCCN3CCOCC3)c2)cc1 | 1% | -3.5 | -1 | -8% | 1% | 15% | -4% | -12%
Cc1cc(=O)n2nc(N3CCC(C(=O)NCCc4ccc(Cl)cc4)CC3)sc2n1 | -9% | -0.6 | -1 | -5% | 0% | -2% | 8% | 8%
COc1cc(/C=C/c2c([N+](=O)[O-])c(=O)n(C)c(=O)n2C)cc(OC)c1OC | 3% | 1.3 | nt | ? | 1% | 6% | 13% | -3%
NC(=O)C(C1=CCCCC1)c1ccccc1 (centres undefined) | 3% | 0.2 | -7 | -8% | nt | -1% | -5% | 6%
COc1ccc(N(C(C)C(=O)N/N=C(\C)C(C)(C)C)S(C)(=O)=O)cc1 (centres undefined) | -5% | -7.0 | 1 | -1% | 1% | 2%[57.1 µM] | -5% | 0%
COc1ccc(CCNCC(=O)Nc2c(C)cc(C)cc2C)cc1OC | 3% | -0.3 | 4 | -4% | 2% | -9% | 9% | -10%
COc1ccccc1NC(=O)CSc1ccc(-c2ccc(-n3cccn3)cc2)nn1 | -33% | -3.7 | 5 | 0% | -3% | 12% | -5% | -1%
COc1ccc(NC(=O)C2(C)CCCN(C(C)C)C2)cc1F (centres undefined) | 2% | -0.4 | 4 | -4% | nt | 13% | 6% | 3%
Cc1c2cnn(CC(=O)NCCCN3CCCCC3C)c(=O)c2c(C)n1Cc1ccccc1 (centres undefined) | -5% | -0.9 | 2 | 0% | 2% | 1% | 16% | -24%
COc1cc(F)ccc1-c1cc(C(=O)NCc2ccc(F)cc2)[nH]n1 | 0% | 0.3 | 1 | 6% | nt | 5% | -5% | -13%
Cc1cc(C)c2c(SC(C)C)nc(N)nc2n1 | 10% | 2.0 | -2 | -1% | 1% | -1% | -4% | -6%
Cc1ccc(OCC(=O)Nc2ccc(O)c(-c3nc4ccccc4o3)c2)cc1 | -1% | 2.7 | -13 | -8% | -1% | -7% | 14% | 6%
Fc1ccc(-c2nnc(SCc3cccnc3)o2)cc1 | -2% | -0.1 | 2 | -14% | -5% | -4% | 4% | 1%
Cc1ccccc1NS(=O)(=O)c1ccc(OCC(=O)NCc2ccccn2)cc1 | -3% | -0.5 | 2 | -4% | 0% | 2% | 10% | 8%
COc1ccc(CCC(=O)OCC(=O)Nc2sccc2C(N)=O)cc1 | 2% | -3.6 | -26 | -16% | -16% | 2% | -30% | 0%
O=C(NCC1CCCO1)c1cc2ccccc2nc1Cl (centres undefined) | -1% | -0.3 | 4 | -9% | 0% | -1% | -6% | -5%
CCC(C)c1ccc(S(=O)(=O)N2CCN(CC(O)CN3CCOCC3)CC2)cc1 (centres undefined) | 1% | 0.0 | 3 | 2% | -2% | 0% | -8% | 5%
NC(=Nc1ccc(Br)cc1)c1ccccc1 | 1% | -3.1 | 1 | -8% | 0% | 0% | -5% | 9%
Cc1n[nH]c(=O)n1-c1ccc(OC(F)(F)F)cc1 | 1% | -2.4 | -1 | -11% | 0% | -14% | -5% | 6%
C[C@@H](c1ccccc1)N1C[C@H](COCc2ccccc2)Oc2cc(N3CCC[C@@H]3CO)ccc2S1(=O)=O | -2% | -0.9 | 8 | 1% | nt | -22% | -23% | -11%
CC1=C(C(=O)N2CCCCCC2)CC(CC(=O)NCC2CCCCC2)C(=O)N1Cc1ccc(F)cc1 (centres undefined) | -5% | 0.9 | 3 | -4% | nt | 7% | 11% | -10%
O=C(NCc1ccco1)C(Cc1ccccc1)NS(=O)(=O)c1cccc2nsnc12 (centres undefined) | -11% | -2.2 | 7 | -5% | 0% | -5% | 1% | 5%
Cc1cccc(C)c1NC(=O)C1CSC2(C)CCC(=O)N12 (centres undefined) | -11% | -3.6 | 2 | -2% | 0% | -14% | -6% | -34%[inhibitor]
CC(=O)Nc1ccc(C(=S)NCCCO)cc1 | 0% | 3.0 | 3 | 19µM* | 0% | 15% | 21% | -7%
CCC(=O)N1CCc2cc(S(=O)(=O)CCC(=O)Nc3ccc(C)c(F)c3)ccc21 | 4%[57.1 µM] | -0.2 | -4 | -28% | 0% | -2% | -2% | -2%
Cn1ncc(Cl)c1C(=O)N1CCCc2ccccc21 | -1% | 3.6 | 12 | 1% | 0% | 4% | 2% | -7%
CCN1CCN(C(=O)NC2CCCCC2)CC1 | 4% | 0.2 | 0 | -8% | 1% | 15% | 0% | 3%
COc1ccccc1CCNC(=O)C(=O)NCCC1CCCCN1S(=O)(=O)c1ccccc1 (centres undefined) | 0% | -13 | -1 | 4% | 0% | -4% | -1% | 10%
COc1ccc(/C=N/OCC(=O)N2CCCC2)c(OC)c1 | 5% | -0.8 | -4 | -5% | 3% | 12% | 7% | -3%
O=C(COc1ccc(F)cc1F)Nc1cccnc1 | 8% | -0.4 | 0 | 0% | -3% | 0% | -1% | 5%
Cc1ccc(-n2nnc3c(=O)n(CC(=O)N4CCC(C)CC4)cnc32)cc1 | -9% | 0.6 | nt | -1% | -1% | -2% | -1% | 5%
Cc1c(Nc2nc3ccccc3nc2NS(=O)(=O)c2ccccc2)c(=O)n(-c2ccccc2)n1C | -15% | -2.9 | nt | -11% | -1% | -1% | 9% | 10%
O=C(OCCCN1CCCC1)C1(c2ccccc2)CCCC1 | 11% | -1.6 | nt | -4% | 1% | 0% | -12% | 1%
CCN(CC)S(=O)(=O)c1ccc(N/N=C/c2ccccc2OCC(=O)O)c([N+](=O)[O-])c1 | 5%[11.6 µM] | -0.1 | -3 | -16% | -2% | 19% | ? | 1%
COc1ccc(Br)cc1C1N2CC3(C)CN1CC(C)(C2)C3=O (centres undefined) | -4% | -1.2 | -5 | -7% | 2% | 5% | 0% | -5%
Fc1ccccc1N1CCN(CCCc2ccccc2)CC1 | 4% | -3.0 | -3 | -6% | -1% | -3% | 0% | 2%
CC(=O)n1c2c(c3ccccc31)OC(N)=C(C#N)C2c1ccc(C(C)C)cc1 (centres undefined) | -10% | 1.4 | nt | -7% | 0% | -4% | -6% | 10%
COc1ccc(NS(=O)(=O)c2cc(C(=O)N3CCCCCC3)ccc2C)cc1 | -1% | -1.9 | 7 | -8% | 1% | 3% | -14% | -1%
CC#CC(=O)N1CCCC(Cc2cccc(OC)c2)(C(=O)OCC)C1 (centres undefined) | -3% | -2.0 | 0 | -6% | ? | -4% | 9% | 4%
CCn1c(SCC(=O)N(C)c2c(N)n(Cc3ccccc3)c(=O)[nH]c2=O)nnc1-c1cccs1 | 4% | 1.0 | 1 | 3% | nt | -4% | 13% | 4%
Cc1cccc(C)c1NC(=O)CSc1nnc(-c2cnccn2)n1C | 3% | -1.6 | 1 | -13% | 1% | -1% | -9% | 0%
O=C(C1CCCN1S(=O)(=O)c1cccc2nsnc12)N1CCCCCC1 (centres undefined) | -8% | -0.6 | 3 | -3% | -3% | 8% | 11% | 15%
CC(C)C[C@H]1COCCS(=O)(=O)N1Cc1ccc(Cl)c(Cl)c1 | -2% | -2.9 | 21 | 5% | nt | ? | -3% | -9%
O=C(CN1CCOCC1)Nc1c2c(nc3c1CCC3)CCC2 | -3% | -2.8 | 5 | -5% | -3% | 2% | -11% | -10%
CCCS(=O)(=O)N1CCCC(C(=O)NCCCN(CC)c2cccc(C)c2)C1 (centres undefined) | 2% | -2.0 | 2 | -1% | -2% | 0% | -15% | 0%
COc1ccc(N2CCN(C(CNC(=O)C(=O)NCCCO)c3ccco3)CC2)cc1 (centres undefined) | 2% | -69* | 1 | 0% | 1% | 32%[activator] | 2% | -11%
O=C(C1=C(O)C(=O)N(Cc2ccccc2)C1c1ccncc1)c1ccco1 (centres undefined) | -7% | -0.8 | -8 | 1% | -4% | -2% | -3% | 1%
COc1cccc(N/C=C(\C#N)c2ccc(OCCCF)cc2)c1 | 1% | 2.1 | 3 | -12% | ? | 3% | 0% | 0%
O=C(CN1CCc2ccccc2C1)N1CCN(S(=O)(=O)c2ccccc2)CC1 | -2% | 1.7 | nt | 0% | 1% | -6% | -4% | 10%
O=C(NC(=S)Nc1ccccc1)c1ccc(-c2ccccc2)cc1 | 0% | -0.8 | 8 | -10% | 0% | 7% | -3% | 6%
O=C(Cc1ccccc1)Nc1ccc2oc(-c3cccnc3)nc2c1 | -8% | -2.6 | -13 | -4% | ? | -5% | -20% | -3%
Cc1cccn2c(=O)c3cc(C#N)c(=N)n(CCN4CCOCC4)c3nc12 | 1% | -3.8 | 1 | -27% | 2% | -2% | 10% | 11%
CC1(C(=O)NS(=O)(=O)c2ccc(Cl)s2)CCN1C(=O)CCc1ccccc1 (centres undefined) | -1% | -0.6 | 1 | -5% | nt | 15% | 1% | 6%
Cc1cccc(-n2ccnc2CN2CCN(C(C)C)C(CCO)C2)c1 (centres undefined) | 5% | 1.9 | 1 | -2% | 0% | 5% | -16% | 7%
N#CCCC1CCCC=C1N(Cc1ccccc1)C(=O)C(Cl)Cl (centres undefined) | 5% | 0.3 | 0 | 2% | -2% | 8% | 7% | -4%
COc1cccc2cc(C(=O)C3=C(O)C(=O)N(CCN4CCOCC4)C3c3cccs3)oc12 (centres undefined) | -10% | -2.0 | -11 | -16% | -3% | 1%[57.1 µM] | 9% | 2%

A few values from the entries so far:
Reading of `O=C(C1CCCN1S(=O)(=O)c1cccc2nsnc12)N1CCCCCC1` (centres undefined) in PI5P4K alpha inh: 3
Reading of `O=C(CN1CCOCC1)Nc1c2c(nc3c1CCC3)CCC2` in EPAC2 antagonist: 2%
